# FBW7 act: human FBW7 E3 ligase activation, primary screen. normalized activity (activation), % at 26.1 µM. 650,000 compounds, 0.13% hits. AlphaScreen FBW7–phospho-cyclin E peptide binding, activator screen. Q969H0; in the data active means normalized activity above about 1.9%;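 further: purified mutant Fbw7 with reduced substrate affinity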
# TEAD-YAP block: TEAD-YAP interaction inhibition; HEK-TIYL cells, TEAD-Gal4/YAP UAS-luciferase luminescence; inhibition, % at 9.12 µM; AID 1259422; 640,000 compounds, 1.4% hits; in the data active means inhibition above about 32%;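 further: 0% = median of test compound wells and 100% = reference inhibitor wells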
# GPR151 activ: activates the human receptor GPR151. Q8TDV0. PathHunter beta-arrestin GPR151 cells, luminescence. activation, % at 11.2 µM. 650,000 compounds, 1% hits; in the data active means activation above about 4.9%;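 further: 0% = median of compound wells and 100% = cells with positive control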
# Target sequence (Q8TDV0 whole entry, looked up): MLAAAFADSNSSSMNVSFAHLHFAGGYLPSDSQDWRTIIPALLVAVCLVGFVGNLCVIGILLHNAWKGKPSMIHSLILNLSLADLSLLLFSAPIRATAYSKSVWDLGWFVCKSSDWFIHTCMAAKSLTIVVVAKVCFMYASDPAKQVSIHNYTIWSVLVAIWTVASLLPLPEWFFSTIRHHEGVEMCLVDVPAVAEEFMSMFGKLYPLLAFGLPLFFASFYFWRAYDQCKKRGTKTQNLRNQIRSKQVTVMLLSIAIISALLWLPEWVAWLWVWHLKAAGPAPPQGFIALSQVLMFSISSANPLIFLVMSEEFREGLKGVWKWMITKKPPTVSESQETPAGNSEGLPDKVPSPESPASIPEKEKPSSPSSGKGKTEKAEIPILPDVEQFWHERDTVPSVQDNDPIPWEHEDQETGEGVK
# MITF primary: human MITF inhibition, primary screen; AlphaScreen MITF homodimerization, bead proximity signal; AID 1259374; O75030; inhibition, % at 2.6 µM; 650,000 compounds, 0.91% hits; in the data active means inhibition above about 50%;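 further: 0% = vehicle wells with protein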
# Target sequence (O75030 whole entry, looked up): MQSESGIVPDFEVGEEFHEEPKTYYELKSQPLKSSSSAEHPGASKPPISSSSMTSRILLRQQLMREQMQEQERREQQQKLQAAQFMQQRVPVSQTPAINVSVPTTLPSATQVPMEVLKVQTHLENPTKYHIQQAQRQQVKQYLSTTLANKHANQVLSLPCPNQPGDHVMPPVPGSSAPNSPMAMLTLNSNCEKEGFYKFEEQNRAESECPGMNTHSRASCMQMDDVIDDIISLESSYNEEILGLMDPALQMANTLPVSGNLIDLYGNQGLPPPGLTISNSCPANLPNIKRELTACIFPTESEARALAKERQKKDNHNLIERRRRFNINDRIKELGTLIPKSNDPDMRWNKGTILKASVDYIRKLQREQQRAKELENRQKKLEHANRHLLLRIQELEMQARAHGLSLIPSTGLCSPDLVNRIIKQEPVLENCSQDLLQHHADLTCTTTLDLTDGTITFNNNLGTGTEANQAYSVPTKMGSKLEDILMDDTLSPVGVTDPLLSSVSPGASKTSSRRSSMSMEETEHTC
# An asterisk follows results filed as active; & = joins results of further samples; ! = not confirmed by another sample.
# Every second line gives: FBW7 act	GPR151 activ	MITF primary	TEAD-YAP block
- COc1ccc(C2Nc3ccc(Cl)cc3C(c3ccccc3)O2)cc1OC (stereo unspecified)
  0.1	-1.4	9	-1
- Cc1ccc(/C=C/c2nc(O)c([N+](=O)[O-])c(=O)[nH]2)cc1
  0.1	0.1	21	3
- O=C(Nc1ccc(-c2nc3ccccc3[nH]2)cc1)C1CCCN(Cc2ccccn2)C1 (stereo unspecified)
  0.0	0.3	13	-22
- Cc1ccc(NC(=O)Cn2cnc3scc(-c4ccccc4)c3c2=O)cc1Cl
  0.0	-0.3	7	5
- Cc1onc(-c2ccccc2)c1C1=N/C(=C\c2cccc(Cl)c2)C(=O)O1
  -0.1	-0.8	3	-5
- Cc1nnc(C)n1/N=C/c1ccc(N2CCCCC2)c([N+](=O)[O-])c1
  -0.3	-0.7	7	-2
- O=C(O)c1cccc(Oc2cccc(C(F)(F)F)c2)n1
  0.0	0.0	-14	9
- O=C1/C(=C/c2ccc(Cl)cc2)C=C(c2ccccc2)N1c1cccc(Br)c1
  0.0	0.1	1	-2
- O=C(O)c1cc(-c2ccc(O)cc2)nc2n[nH]c(-c3ccc([N+](=O)[O-])cc3)c12
  -0.1	-1.3	-4	-1
- CC(Oc1ccccc1Cl)C(=O)NCCn1cnc(-c2ccccc2)cc1=O (stereo unspecified)
  0.3	-0.6	0	-4
- C=CCNC(=O)CSc1nc2c(C)cccc2cc1C#N
  0.0	0.5	12	-23
- O=C(Nc1cc(F)cc(F)c1)C1CCCO1 (stereo unspecified)
  0.2	1.4	12	4
- CCOc1cccc(C2CC(c3ccc4c(c3)OCO4)=NC(c3ccc(C(=O)OC)cc3)N2)c1O (stereo unspecified)
  -0.1	0.4	1	-56
- Cc1cccc(C(=O)OC2CCOC2=O)c1C (stereo unspecified)
  -0.2	-0.2	6	5
- Cc1sc(Nc2cc(Cl)ccc2Cl)nc1-c1ccc(Cl)cc1
  0.1	-0.5	11	2

# Ordered by formula weight (high to low): some entries from above.
# Every second line gives: FBW7 act	GPR151 activ	MITF primary	TEAD-YAP block
- CCOc1cccc(C2CC(c3ccc4c(c3)OCO4)=NC(c3ccc(C(=O)OC)cc3)N2)c1O (stereo unspecified)
  -0.1	0.4	1	-56
- Cc1ccc(NC(=O)Cn2cnc3scc(-c4ccccc4)c3c2=O)cc1Cl
  0.0	-0.3	7	5
- Cc1sc(Nc2cc(Cl)ccc2Cl)nc1-c1ccc(Cl)cc1
  0.1	-0.5	11	2
- Cc1onc(-c2ccccc2)c1C1=N/C(=C\c2cccc(Cl)c2)C(=O)O1
  -0.1	-0.8	3	-5
- O=C(O)c1cccc(Oc2cccc(C(F)(F)F)c2)n1
  0.0	0.0	-14	9

# Continued.
# Every second line gives: FBW7 act	GPR151 activ	MITF primary	TEAD-YAP block
- COc1cc([N+](=O)[O-])ccc1NC(=O)CSc1nc2cc(C)ccc2cc1C#N
  0.1	0.5	13	13
- CCC(CC)c1nc2c(c3c1[nH]c1ccccc13)C(=O)CC(C)(C)C2
  0.2	1.2	-9	4
- O=C(c1cccc(Cl)c1)N1CCN(CC2CC=CCC2)CC1 (stereo unspecified)
  -0.3	0.1	46	0
- COCCNC(=O)/C(C#N)=C/c1cn(-c2ccccc2)nc1-c1ccc2c(c1)OCCO2
  -0.1	1.0	1	-9
- CCCCCCCCNC(=O)C(CCC(=O)OCc1ccccc1)NC(C)=O (stereo unspecified)
  -0.1	0.5	3	-1
- Oc1ccc(O)cc1
  -0.2&0.1	5.1*!	-4&18	-27&-11
- CCOc1ccc(-n2c(SCC(=O)N3CCCC3)nc3c(sc(=S)n3-c3ccc(C)cc3C)c2=O)cc1
  -0.2	-1.6	-8	1
- O=c1[nH]c(N2CCCC2)nc2c1CN(CCc1ccccc1)CC2
  0.0	-0.6	7	-10
- CC(=O)c1ccc(NC(=O)CSc2ccc(-c3ccc4c(c3)OCO4)nn2)cc1
  0.7	1.1	13	5
- CCOc1ccccc1OCC(=O)Oc1ccccc1OCC
  0.2	-0.3	11	2
- CC(C)CC(C(=O)Nn1cnnc1)N1C(=O)c2ccccc2C1=O (stereo unspecified)
  -0.5	0.2	14	-2
- Cc1ccc(CNc2ccc(N3CCOCC3)c(Cl)c2)s1
  -0.1	1.7	6	-48
- CCOc1cccc2c1OC(c1ccc(C(=O)OC)cc1)N1N=C(c3cccnc3)CC21 (stereo unspecified)
  0.1	1.2	2	1
- CCN1CCN(c2ccc(NC(=O)c3cccc(I)c3)cc2)CC1
  0.0	0.9	-5	-3
- CCOC(=O)C1=C(C)N=c2s/c(=C\c3cc(C)n(-c4ccc(C)c(I)c4)c3C)c(=O)n2C1c1ccccc1 (stereo unspecified)
  0.0	0.3	4	1

# In the list so far, 8 have a Cl atom:
# Every second line gives: FBW7 act	GPR151 activ	MITF primary	TEAD-YAP block
- COc1ccc(C2Nc3ccc(Cl)cc3C(c3ccccc3)O2)cc1OC (stereo unspecified)
  0.1	-1.4	9	-1
- Cc1ccc(NC(=O)Cn2cnc3scc(-c4ccccc4)c3c2=O)cc1Cl
  0.0	-0.3	7	5
- Cc1onc(-c2ccccc2)c1C1=N/C(=C\c2cccc(Cl)c2)C(=O)O1
  -0.1	-0.8	3	-5
- O=C1/C(=C/c2ccc(Cl)cc2)C=C(c2ccccc2)N1c1cccc(Br)c1
  0.0	0.1	1	-2
- CC(Oc1ccccc1Cl)C(=O)NCCn1cnc(-c2ccccc2)cc1=O (stereo unspecified)
  0.3	-0.6	0	-4
- Cc1sc(Nc2cc(Cl)ccc2Cl)nc1-c1ccc(Cl)cc1
  0.1	-0.5	11	2
- O=C(c1cccc(Cl)c1)N1CCN(CC2CC=CCC2)CC1 (stereo unspecified)
  -0.3	0.1	46	0
- Cc1ccc(CNc2ccc(N3CCOCC3)c(Cl)c2)s1
  -0.1	1.7	6	-48

# (more compounds)
# Every second line gives: FBW7 act	GPR151 activ	MITF primary	TEAD-YAP block
- O=C(Cn1cnc2sc3c(c2c1=O)CCCC3)NCCCC(=O)Nc1ccc(F)cc1
  0.0	-1.3	18	14
- CCOC(=O)c1[nH]cnc1C(=O)Nc1ccncc1
  -0.4	0.7	-17	9
- COc1cccc(/C=C(\C#N)c2nn(CCO)c(N)c2C#N)c1OC
  0.3	0.0	4	-6
- O=C(O)CCN1C(=O)/C(=C2/C(=O)N(Cc3ccc(F)cc3)c3ccccc32)SC1=S
  0.0	-0.4	11	8
- Cc1ccc(/C=C(\C#N)C(=O)NC2CCCCC2C)s1 (stereo unspecified)
  0.1	1.0	1	5
- CCOC(=O)C1CCCN(C(=O)COC(=O)c2cc(=O)c3ccccc3o2)C1 (stereo unspecified)
  0.2	-1.5	-20	15
- O=[N+]([O-])c1ccccc1S(=O)(=O)NC12CC3CC(CC(C3)C1)C2
  -0.1	-0.5	5	-3
- CCN(CC)C(=O)c1c(F)cccc1F
  0.8	-1.0	5	4
- COc1ccc2[nH]c(=O)c(CN(Cc3nnnn3C3CCCC3)CC3CCCO3)cc2c1 (stereo unspecified)
  0.0	-0.3	4	1
- COc1cc2nc(Nc3ccc(C(F)(F)F)cc3)nc(NCCc3ccc(O)cc3)c2cc1OC
  0.1	0.2	12	7
- O=C(Cc1ccccc1Cl)Nc1ccc(S(=O)(=O)Nc2nccs2)cc1
  -0.2	0.3	5	2
- CN(CC(=O)NCc1cccnc1)S(=O)(=O)c1ccc(Br)cc1
  0.1	-0.9	18	13
- CCCCOC(=O)C(C)Oc1ccc2c(=O)c(Oc3cccc(C)c3)coc2c1 (stereo unspecified)
  0.1	-0.1	2	-4
- N#Cc1ccc(OCC(=O)c2ccccc2Cl)cc1
  -0.1	-0.6	-2	-2
- Cc1nnc2sc(-c3cccc(NC(=O)CC(C)C)c3)nn12
  0.1	1.4	-15	13
- COc1ccc(C(=O)NC(C)c2ccc3ccccc3c2)cc1 (stereo unspecified)
  0.1	-0.4	15	5
- C/C(=N\NC(=O)Cn1nnc2ccccc21)c1ccc(O)cc1O
  -0.7	2.4	1	7
- CCCCOc1ccc(-c2nnn(C/C(N)=N/O)n2)cc1
  0.4	-1.0	13	-33
- O=[N+]([O-])c1cccc(OCCCl)c1
  0.0	-0.1	-2	5
- O=C(c1ccc(F)cc1)N1CCN(c2cc(N3CCCC3)c(F)cc2[N+](=O)[O-])CC1
  -0.1	-0.7	15	12
- Cc1cc(C(=O)Nc2ncn(Cc3ccc(F)cc3)n2)ccc1[N+](=O)[O-]
  -0.1	0.2	-2	12
- CCCCC(=O)Nc1sc2c(c1C(N)=O)CCCC2
  0.1	0.7	-6	-59
- C=CCOc1c(I)cc(/C=C2/C(=O)N(C)C(=S)N2C)cc1OC
  -0.1	-0.3	5	-3
- COCCNC(=O)/C=C/c1ccc(Cl)cc1
  -0.1	0.9	-2	5
- Cn1c(SCC(=O)Nc2ccc(F)cc2)nnc1-c1ccccc1N
  -0.1	2.3	0	0
- Oc1ccccc1-c1nc(NCC2CCOC2)c2ccccc2n1 (stereo unspecified)
  0.1	-0.4	-3	19
- Cc1nnc(NC2CCCCC2)n(C)c1=O
  0.0	0.3	5	5
- COc1ccc(NC(=O)C2CCCO2)c(C)c1 (stereo unspecified)
  0.2	0.9	7	-3
- C=CCNC(=O)CN1N=C(c2ccc(C)cc2)CCC1=O
  -0.1	-0.3	-1	6
- O=C1c2ccccc2C(=O)N1/N=C/c1ccc(Oc2ccc([N+](=O)[O-])cc2[N+](=O)[O-])cc1
  0.0	-1.0	-1	-8
- CC(C)n1cnc2c(NC3CC3)nc(Nc3ccncc3)nc21
  -0.1	2.0	-1	5
- COc1cccc(N=Cc2cccc(OC)c2O)c1
  -0.1	1.8	2	-10
- COc1cc2cc(C(=O)Nc3ccccc3)c(N)nc2cc1OC
  0.2	-0.6	2	-15
- Cn1cnnc1SCC(=O)NC(=O)NCc1ccccc1
  0.5	-0.8	-10	-2
- CC(=O)c1cccc(NC(=O)Nc2c(C)nn(Cc3c(F)cccc3Cl)c2C)c1
  -0.1	3.7	-13	-2
- Cc1nc2sc(C(=O)c3ccc(Cl)cc3Cl)c(N)c2c(C)c1Cl
  -0.1	3.0	-2	-15
- CCCC(=O)Nc1ccc(C(=O)Nc2ccc(S(=O)(=O)Nc3nccs3)cc2)cc1
  0.1	-0.8	13	1
- COc1cccc(CN2CCNC(=O)C2CC(=O)NC2CCC(O)CC2)c1OC (stereo unspecified)
  0.2	0.3	14	10
- Cc1cccn2c(CNCC3(c4ccccc4)CCCC3)c(C(=O)N3CCOCC3)nc12
  -0.1	2.7	-9	29
- CCNc1c(NC(=O)CC23CC4CC(CC(C4)C2)C3)c(=O)oc2ccccc12
  1.1	1.4	18	-3
- O=[N+]([O-])c1ccccc1S(=O)(=O)N1CCN(Cc2ccccc2Cl)CC1
  0.4	0.0	50	3
- CC(NS(=O)(=O)c1ccc(CCC(=O)N2CCCCC2)cc1)c1ccccc1 (stereo unspecified)
  -0.2	1.6	-3	5
- COc1ccc(Cl)cc1NC(=O)c1cn(-c2ccc(C)c(C)c2)c(=O)c2ccccc12
  0.1	0.6	12	4
- O=C(Nc1cccc(NC(=O)c2ccc([N+](=O)[O-])cc2[N+](=O)[O-])c1)c1ccccc1
  -0.1	0.1	9	-15
- Cc1ccccc1C(=O)Nc1ccccc1-c1cnn(C)c1
  -0.2	0.4	3	-1

# Looked up above:
# MITF primary with COc1cccc(CN2CCNC(=O)C2CC(=O)NC2CCC(O)CC2)c1OC (stereo unspecified) = 14
# GPR151 activ with Cn1cnnc1SCC(=O)NC(=O)NCc1ccccc1 = -0.8
# FBW7 act with COc1cc2cc(C(=O)Nc3ccccc3)c(N)nc2cc1OC = 0.2
# TEAD-YAP block with CC(NS(=O)(=O)c1ccc(CCC(=O)N2CCCCC2)cc1)c1ccccc1 (stereo unspecified) = 5
# TEAD-YAP block with CCCC(=O)Nc1ccc(C(=O)Nc2ccc(S(=O)(=O)Nc3nccs3)cc2)cc1 = 1
# GPR151 activ with Cc1nc2sc(C(=O)c3ccc(Cl)cc3Cl)c(N)c2c(C)c1Cl = 3.0
# GPR151 activ with COc1ccc(Cl)cc1NC(=O)c1cn(-c2ccc(C)c(C)c2)c(=O)c2ccccc12 = 0.6

# The list continues.
# Every second line gives: FBW7 act	GPR151 activ	MITF primary	TEAD-YAP block
- O=C(Nc1ccccc1-c1nc2ccccc2[nH]1)C1CC1
  0.1	0.7	4	38*
- COc1ccc(Br)cc1-c1nc(-c2ccsc2)c(-c2ccccc2)[nH]1
  0.0	0.1	-12	-8
- CCN(CC)CCOC(=O)COc1ccc(OC)cc1
  0.0	-1.0	9	-17
- COc1cc2cc(C#N)c(SCC(=O)Nc3ccc4c(c3)OCCO4)nc2cc1OC
  0.1	-0.6	4	3

# Screens from PubChem BioAssay.
